# ALOX12 inh – Primary qHTS assay for inhibitors of human arachidonate 12S-lipoxygenase (ALOX12): Round 2; Polyunsaturated fatty acid lipoxygenase ALOX12 (Homo sapiens), P18054; purified 12hLO, xylenol orange hydroperoxide absorbance; Potency, µM (titrated, usually from 108 µM), for the others: at the top dose activity change, negative = inhibition, hits mostly inhibitors; 1.1% of 580,000 active; AID 1671190, 2021; active means well fitted inhibition curve with a large enough effect; inconclusive means small, poorly fitted or top-dose-only effect, or another doubt; inactive means no such curve, though single readings can be large or run the other way
# Target sequence (P18054 whole entry, looked up): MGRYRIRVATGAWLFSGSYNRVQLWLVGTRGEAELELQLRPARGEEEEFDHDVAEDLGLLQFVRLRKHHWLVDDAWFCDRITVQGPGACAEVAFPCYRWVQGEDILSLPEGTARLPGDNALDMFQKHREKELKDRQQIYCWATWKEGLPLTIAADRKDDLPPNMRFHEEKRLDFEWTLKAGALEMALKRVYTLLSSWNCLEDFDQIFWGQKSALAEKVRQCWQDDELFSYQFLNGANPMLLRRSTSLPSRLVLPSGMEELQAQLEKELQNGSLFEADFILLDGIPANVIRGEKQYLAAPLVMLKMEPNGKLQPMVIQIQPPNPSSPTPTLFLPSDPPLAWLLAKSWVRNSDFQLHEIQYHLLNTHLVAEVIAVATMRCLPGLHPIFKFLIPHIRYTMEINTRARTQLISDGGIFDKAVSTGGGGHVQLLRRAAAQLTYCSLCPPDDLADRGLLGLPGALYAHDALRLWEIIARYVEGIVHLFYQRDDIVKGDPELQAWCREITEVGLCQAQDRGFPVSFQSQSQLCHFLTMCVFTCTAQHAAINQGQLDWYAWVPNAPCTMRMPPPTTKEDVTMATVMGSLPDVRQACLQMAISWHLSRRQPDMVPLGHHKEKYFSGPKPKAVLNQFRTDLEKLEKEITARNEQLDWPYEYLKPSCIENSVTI
#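 Hydroperoxide product was detected by ferrous iron/xylenol orange as the 573 to 405 nm absorbance ratio. Arachidonic acid at 40 uM (final) was turned over for 30 min at room temperature by 150 nM human 12hLO, pH 7.0 Hepes buffer, after 15 min compound preincubation.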
# An asterisk follows results filed as active; ? = inconclusive; [ ] = another dose, or the depositor's remark. On the % scale 0 is the no-effect control and ±100 the full control effect; potency means the concentration at half of the fitted maximal effect.
SMILES	ALOX12 inh
O=C(Nc1ccc(NC2CCCCC2)cc1)c1nc(Cl)ccc1Cl	-6%
C=CCn1cc2c3c(cccc31)[C@H](CC(C)C)N[C@H](C(=O)NCc1ccccc1)C2	69%[activator][176 µM]
O=C(/C=C/c1cccs1)OCC(=O)c1ccccc1	-28%
COc1ccc(C(=O)Nc2nc(-c3nnn(-c4ccccc4Br)c3C)ns2)cc1	1%
CCCCc1ccc(NC(=O)C2CC3CCC2C3)cc1 (stereo not drawn)	38%[activator]
COc1ccc(C(=O)Nc2ccc(-c3nc4ccccc4o3)cc2)cc1OC	?
COCCNC(=O)c1cc(-c2ccc(Cl)cc2)nc2ccccc12	-75%
CN1CC(=O)N(C2CCCNC2)Cc2c(NC3CCCCC3)ncnc21 (stereo not drawn)	-13%[6.33 µM]
O=C1NC2(CCN(C(=O)CCc3cccnc3)CC2)CC1c1ccccc1 (stereo not drawn)	48%[activator]
CC(C)(C)c1noc(CN2CCN(C(=O)c3cccs3)CC2)n1	-17%
Cc1ccccc1NC(=O)COC(=O)c1nn(-c2ccccc2)c(=O)c2ccccc12	-7%
O=C1CC(c2noc(Cc3ccc(F)cc3)n2)CN1c1ccc(F)cc1 (stereo not drawn)	9%
COc1ccc(N2Cc3c(ncnc3N3CCC(Cc4ccccc4)CC3)N(C)CC2=O)cc1	?
CCCOc1ccc(/C=C(/C#N)c2nc3ccccc3[nH]2)c(OCCC)c1	-4%
CC(C)(C)c1ccc(-c2cc(C[C@H]3CNCC[C@H]3CC(=O)Nc3nccs3)no2)cc1	-16%
COc1ccc(OCc2nnc(SCC(=O)N3CCc4ccccc4C3)n2C)cc1	10%
N#Cc1ccc(S(=O)(=O)N2CCC(C(=O)Nc3ccnn3Cc3ccccc3)CC2)cc1	1%
CCCCn1c(NCc2c[nH]c3ccccc23)nc2ccccc21	?
C=CCNC(=O)N1CCOC(CN(CC(C)C)C(=O)c2cccc(OC)c2)C1 (stereo not drawn)	15%
O=C(Cc1cccc(Cl)c1)N1CCC(c2nn(-c3ccc(F)cc3)c(=O)[nH]2)CC1	-19%
CCc1ccc(-c2cc(C(F)(F)F)n3ncc(C(=O)NCc4cn(CC)nc4C)c3n2)s1	-8%
CCC(CC)NC(=O)C1Cn2cccc2C(=O)N1Cc1cccnc1 (stereo not drawn)	16%
O=C(Nc1ccccc1-n1cncn1)C1CC(=O)N(c2ccccc2Br)C1 (stereo not drawn)	?
O=C(O)CNS(=O)(=O)c1cccc(C(=O)/C=C/c2ccc(Cl)cc2)c1	-22%
COc1ccc(C(=O)c2[nH]c(N)c(C(=O)c3c[nH]c4ccccc34)c2-c2ccc(OC)cc2)cc1	-8%
C=C1C(=O)OC2C=C(C)CCC=C(C)CCC12 (stereo not drawn)	-21%[57.4 µM]
COCC(=O)N[C@@H]1CN(Cc2ccco2)CC[C@@H]1c1n[nH]c(C)n1	45%[activator]
Cc1ccc(-c2cc(N3CCC(CNC(=O)c4ccc[nH]4)CC3)n[nH]2)cc1	7%
CC(C)CC1=NC2(CCN(C(=O)c3cccc(N(C)C)c3)CC2)C(=O)N1	33%[activator]
CN(CCO)C(=O)c1cn(C2CCCN(Cc3cc4ccccc4s3)C2)nn1 (stereo not drawn)	-1%
CCNC(=O)N[C@@H]1C=C[C@@H](c2c(C)nn(CCC#N)c2C)C1	9%[176 µM]
O=C(NCc1ccc(F)cc1)C1=NOC2CN(C(=O)Nc3cccnc3)CC12 (stereo not drawn)	-1%[6.33 µM]
Cc1cc(C)nc(NC(=O)Nc2ccc(C)c(F)c2)c1	8%
CCN(CC)C(=O)C1=C(C)NC(=O)NC1c1ccc(C(=O)OC)cc1 (stereo not drawn)	?
COc1ccc(C(=O)N2CCc3nc(-c4ccccc4)nc(-c4ccc(OC)cc4)c3C2)cc1	-4%
O=C(c1ccc2c(=O)n(-c3cccc(Cl)c3)cnc2c1)N1CCSCC1	6%
O=C(OCCOc1ccccc1)c1ccc2nccnc2c1	37%
O=C(Cc1ccc(F)cc1)N1CC2CC(C1)[C@H]1CCCC(=O)N1C2 (stereo partly drawn)	25%
Cc1ccsc1CN1CCC[C@H]1C(=O)N1CCCCCCNC(=O)CC1	52%[activator]
COc1cccc(NC(=O)C2N(C(C)C)C(=O)C23CCCC3)c1 (stereo not drawn)	48%[activator]
COCc1nc(C2CCCN(C(=O)Cc3ccccc3C)C2)no1 (stereo not drawn)	48%[activator]
N#Cc1ccc(Cc2cnc(NC(=O)c3cccs3)s2)c(C(F)(F)F)c1	31%
O=C(C1CC1)N1CCCC(CN2CCOCC2)CC1 (stereo not drawn)	-5%
Cc1cc(C)n(CCC(=O)N2CCC(CCOc3ccc(F)cc3)C2)n1 (stereo not drawn)	9%
O=S(=O)(Nc1nc2ccccc2nc1Nc1ccc(F)cc1)c1cccs1	?
CCc1cccc(NC(=O)N2CCCC(c3noc(COc4ccccc4)n3)C2)c1 (stereo not drawn)	9%
CN(C)S(=O)(=O)c1ccc(=O)n(Cc2ncc(-c3ccc(Cl)cc3)o2)c1	?
Cc1cccc(CNc2cc(-c3cccc(NS(C)(=O)=O)c3)ncn2)c1	35µM*
CCCCc1nn2cc(-c3ccc(C)c(C)c3)nc2s1	13%
Cc1cnc(C(=O)N2CCC(Oc3cccnc3)C2)cn1 (stereo not drawn)	13%

# Following part:
SMILES	ALOX12 inh
CC(C)COc1ccc(C(=O)N2CCC(c3nc4ccccc4o3)CC2)cc1	-1%
Cc1ccc(SCCNC(=S)Nc2ccc(Nc3ccccc3)cc2)cc1	?
O=C(Nc1ccc(F)cc1)c1ccc(S(=O)(=O)C2CCS(=O)(=O)C2)cc1 (stereo not drawn)	-7%
O=C(NCc1ccccc1)c1nc(Cc2c[nH]c3ccccc23)no1	-3%
COCCNC(=O)C1CCCN(c2nc3ncccc3o2)C1 (stereo not drawn)	55%[activator][176 µM]
O=C1c2cnc(-c3ccccc3)nc2OCCN1c1cccc(C(F)(F)F)c1	0%[176 µM]
COCCn1c(C)c(C)c(S(=O)(=O)c2ccc(F)cc2)c1NC(=O)C(C)C	-3%
COCCn1ncc(N2CCC(NC(=O)c3ccc(OC)c(F)c3)CC2)cc1=O	?
CCNc1nc(-c2ccc(Br)cc2)cs1	-14%
Cc1oc2c(c1C(=O)NCCN(C)C)CN(CCc1ccccc1)CC2	118%[activator]
CCn1cc(CN2CCCC(c3nc(-c4cnccn4)no3)CCNC(=O)CC2)cn1 (stereo not drawn)	231%[activator]
Cc1ccc(C(=O)N2CCc3n[nH]c(=O)n3CC2)cc1F	0%
CCCNC(=O)N(C1CCOCC1)C1CCN(C(=O)c2ccc(C)s2)CC1	13%
O=C(c1nc(-c2cccc(C(F)(F)F)c2)c2cnccn12)N1CCOCC1	43%[activator]
CC(C)CCC(C)(N)C(=O)O (stereo not drawn)	?
Cc1ccc(CNC(=O)COC(=O)c2ccc3c(c2)NC(=O)CS3)cc1	?
COCc1nc2nc(-c3ccccc3)c(-c3ccccc3O)cc2n1C	-3%[176 µM]
COc1cc2c(NC3CCN(C(C)C)CC3)nc(C3CCCCC3)nc2cc1OCCCN1CCCC1	28%[57.4 µM]
Cc1ccc(S(=O)(=O)NCc2ccc(N3CCCC3)nc2)cc1C	-7%
CCNC(=O)N1CCC(n2c(C)cnc2C2CCC2)CC1	9%
COc1ccc(Nc2ncc(-c3ccccc3OC)c3c2OCC3)cn1	-5%[176 µM]
Cc1ccc(C2C(C#N)=C(N)N(N3CCOCC3)C3=C2C(=O)CC(C)(C)C3)cc1 (stereo not drawn)	-27%
CCCc1cc(=O)[nH]c(SCc2nc(-c3ccc(C)c(F)c3)no2)n1	?
CCc1nn2c(=O)cc(CNc3cccc(C(C)=O)c3)nc2s1	?
CC(c1cccs1)N(C)C(=O)c1ccc(Cl)cn1 (stereo not drawn)	56%[activator][176 µM]
O[C@@H]1C[C@@H](c2nnc3n2CCN(C2CCCCC2)C3)N(Cc2cccnc2)C1	63%[activator]
O=C1COCC2(CN1)CN(Cc1ccc3c(c1)CCO3)C2	?
Cc1cc(C(=O)N[C@@H]2CCC[C@@H](C(=O)N3CCN(C)CC3)CC(=O)N(C)C2)nn1C	?
CCC(C)C(=O)NCCc1ccccn1 (stereo not drawn)	-14%
Cn1c(=O)c2nc(SCC(=O)NCc3ccccc3Cl)n(C)c2n(C)c1=O	?
CN(Cc1cccc(C(F)(F)F)c1)Cc1ccccc1C(F)(F)F	35%[activator][176 µM]
COc1ccccc1-c1cnc(NC(=O)C2CCOCC2)c2c1CCO2	-7%[176 µM]
CC(C)CCNC(=S)Nc1cccc(Cl)c1	?
Cc1cc(NC(=O)Cc2cn(Cc3ccccc3)c3ccccc23)ccc1Oc1cccnc1	-8%
O=C(CSc1nnc(-c2ccc3c(c2)OCO3)o1)Nc1ccc2c(c1)OC1(CCCC1)O2	-2%
CC(C)NC(=O)c1nc(-c2cc(Cl)cc(Cl)c2)c2ccccn12	3%
Cc1nc2cc(NC(=O)C(C)Oc3ccc(Br)cc3)ccc2o1 (stereo not drawn)	-4%
CCC1(C(=O)Nc2ccc(C)cc2)CCCCC(=O)N1 (stereo not drawn)	14%
Cc1oc2cc3oc(=O)c(CCC(=O)N4CCC(C(=O)O)(c5ccccc5)CC4)c(C)c3cc2c1C	38%[activator]
C[S+](=O)([O-])c1cccc(NC(=O)Cc2c[nH]c3ncc(-c4ccccc4)cc23)c1	0%[176 µM]
O=C(NC1CCCCCCC1)c1cc(C(F)(F)F)cc(C(F)(F)F)c1	1%
CC(C)(O)CCc1cccc(C(=O)N2CC=C(c3ccc(F)cc3)CC2)c1	-10%
NC1CC(c2cc(N3CCN(c4ccc5nccn5n4)CC3)ncn2)C1 (stereo not drawn)	?
Cc1cc(C)cc(OCCN(C)C(=O)c2cc(=O)[nH]c3ccccc23)c1	-29%
COCCCN(CCC(=O)NCCc1ccccc1)C(=O)c1cc(C)oc1C	?
COCCN1C(=O)CS(=O)(=O)C12CCN(C(=O)c1ccc(OC)cc1)CC2	38%[activator]
Cn1cc(CN2C[C@@H]3C[C@H]2C(=O)N(CC2CC2)c2ccccc2O3)c2ccccc21	19%[176 µM]
CCc1c(C)nc(SCc2nc(-c3ccc(OC)cc3OC)oc2C)[nH]c1=O	1%
CC1CCC2=C1C[C@H](C(C)(C)O)CC[C@@H]2C (stereo partly drawn)	22%
CC(C)(C)C(=O)C[S+]1CCCC1	0%

# Individual results from the list:
# Result of CC(C)(C)c1noc(CN2CCN(C(=O)c3cccs3)CC2)n1 under ALOX12 inh: -17%
# Result of Cc1ccccc1NC(=O)COC(=O)c1nn(-c2ccccc2)c(=O)c2ccccc12 under ALOX12 inh: -7%
# Result of CCNc1nc(-c2ccc(Br)cc2)cs1 under ALOX12 inh: -14%

# Later entries
SMILES	ALOX12 inh
NC(=O)CO[C@@H]1CO[C@H]2[C@@H]1OC[C@@H]2NC(=O)NCc1ccccc1	-26%[176 µM]
Fc1ccc(C2Cn3nnc(-c4nc(-c5ccc(Cl)cc5)no4)c3CO2)cc1 (stereo not drawn)	36%[activator]
CC(C)CCN1CCc2ncc(C(=O)NCCOc3ccccc3)n2CC1	43%[activator][176 µM]
O=C(c1ccccc1)N1CCn2c(nnc2C2CCNCC2)C1	?
O=C(c1ccc(F)cc1)N1CCCC(c2nn(-c3ccc(Cl)cc3)c(=O)[nH]2)C1 (stereo not drawn)	?
COc1ccc(CNS(=O)(=O)c2cc(Br)ccc2Br)c(OC)c1	-32%
COCc1ccc2c(c1)c(OC(C)(C)C(=O)NCc1cnccn1)nn2CCC(C)C	-2%[176 µM]
Cn1ncc2c(C(=O)N3CCC(C#N)CC3)cc(-c3cccnc3)nc21	-3%[6.33 µM]
COc1cccc(Nc2cnc3ccc(-c4ccccc4OC)nn23)c1	-9%[176 µM]
N#Cc1ccc(C(=O)Nc2ccc(Cl)c(C(F)(F)F)c2)cc1	-24%
CCOC(=O)N1CCC(NC(=O)c2cnn3c(C)c(Cc4ccccc4)c(C)nc23)CC1	-60%
N#Cc1cccc(Cn2cnc3c(Cl)cc(Cl)cc3c2=O)c1	?
Nc1c(C(=O)Nc2cc(Cl)cc(Cl)c2)sc2nc(-c3ccncc3)ccc12	2%
CN(C)c1cccc(C(=O)NC2CCCN(c3cc(-c4ccc(Cl)cc4)[nH]n3)C2)c1 (stereo not drawn)	52%[activator]
O=C(Nc1ncc(-c2cccc(F)c2)c2c1OCC2)c1ccncc1	0%[176 µM]
O=C(c1ccoc1)N1CCCC(CN2CCCC2)CC1 (stereo not drawn)	67%[activator]
Cc1ccc(C)c(-c2csc(NC(=O)c3cc(C)no3)n2)c1	-20%
Cc1sc2nc(CN3CCOCC3)nc(Sc3nnnn3C3CCCC3)c2c1C	-9%
c1ccc(-c2nnc3n2CCN(Cc2ccc4ccccc4c2)C3)cc1	11%[6.33 µM]
COC(=O)CNC(=O)c1cc(-c2ccc(Cl)nc2)c2cnn(C)c2n1	3%[6.33 µM]
CC(=O)Nc1ccc(CNC(=O)Cc2c(F)cccc2Cl)cc1	-4%
CC1=C(C(=O)OCC(F)(F)F)C(c2ccc3c(c2)OCO3)NC(=O)N1 (stereo not drawn)	0%

# Two records drawn at random from those above:
SMILES	ALOX12 inh
Fc1ccc(C2Cn3nnc(-c4nc(-c5ccc(Cl)cc5)no4)c3CO2)cc1 (stereo not drawn)	36%[activator]
CC(C)CCN1CCc2ncc(C(=O)NCCOc3ccccc3)n2CC1	43%[activator][176 µM]

# ALOX12 inh, what is marked active above
SMILES	ALOX12 inh
Cc1cccc(CNc2cc(-c3cccc(NS(C)(=O)=O)c3)ncn2)c1	35µM*

# High-throughput results deposited in PubChem by National Center for Advancing Translational Sciences (NCATS).

# Some of the compounds tested; count on the stated rates, not on these rows.
